PfHsp40 rescue – rescue of PfHsp40-mediated yeast toxicity. S. cerevisiae expressing PfHsp40, growth rescue, ATP luminescence. 0.68% of 340,000 active. growth rescue, % at 12.5 µM; in the data active means growth rescue above about 28%, passing the limit was not always enough;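 further: yeast W303a lacking pdr1 and pdr3 grown in galactose medium; growth measured after three days at 30 °C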
SSB-PriA inh – K. pneumoniae PriA-SSBct interaction inhibition; inhibition, % at 33 µM; AlphaScreen SSBct-PriA binding, biotinylated peptide; 0.6% of 430,000 active; in the data active means inhibition mostly above about 37%, no sharp cut-off; inactive means mostly below about 20%;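 further: plate controls were negative control peptide for no effect and reference peptide for full effect; strong numbers were not always called active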
3CLpro inhibitor – SARS-CoV 3CLpro protease inhibition; P0C6X7; recombinant SARS-CoV 3CLpro, quenched FRET peptide cleavage; inhibition, % at 6 µM; 0.14% of 290,000 active; AID 1706; in the data active means inhibition above about 12%
TcdB GH inh – blocks C. difficile toxin B glycohydrolase activity; P18177; TcdB glycohydrolase enzymatic assay, plate reader; inhibition, % at 9.99 µM; 0.24% of 350,000 active; in the data active means inhibition above about 10%
PrPC surface inh – reduces human prion protein on the cell surface; P04156; inhibition, % at 13.8 µM; 0.43% of 370,000 active; cell surface PrPC, TR-FRET read-out; in the data active means inhibition above about 24%; further: 0% = median of the test wells and 100% = reference compound wells
BoNT A protease – blocks Botulinum neurotoxin A light chain protease; AID 588499; multiplex microsphere protease substrate cleavage, flow cytometry; inhibition, % at 10 µM; 0.17% of 360,000 active; further: plate controls were buffer without enzyme for full effect and enzyme alone for no effect
Anthrax LF prot – inhibitors of Bacillus anthracis lethal factor protease; P15917; multiplex microsphere protease cleavage assay, LF; inhibition, % at 10 µM; 0.12% of 360,000 active; AID 588501; further: plate controls were buffer without enzyme for full effect and enzyme alone for no effect
Target sequence (P15917 whole entry, looked up): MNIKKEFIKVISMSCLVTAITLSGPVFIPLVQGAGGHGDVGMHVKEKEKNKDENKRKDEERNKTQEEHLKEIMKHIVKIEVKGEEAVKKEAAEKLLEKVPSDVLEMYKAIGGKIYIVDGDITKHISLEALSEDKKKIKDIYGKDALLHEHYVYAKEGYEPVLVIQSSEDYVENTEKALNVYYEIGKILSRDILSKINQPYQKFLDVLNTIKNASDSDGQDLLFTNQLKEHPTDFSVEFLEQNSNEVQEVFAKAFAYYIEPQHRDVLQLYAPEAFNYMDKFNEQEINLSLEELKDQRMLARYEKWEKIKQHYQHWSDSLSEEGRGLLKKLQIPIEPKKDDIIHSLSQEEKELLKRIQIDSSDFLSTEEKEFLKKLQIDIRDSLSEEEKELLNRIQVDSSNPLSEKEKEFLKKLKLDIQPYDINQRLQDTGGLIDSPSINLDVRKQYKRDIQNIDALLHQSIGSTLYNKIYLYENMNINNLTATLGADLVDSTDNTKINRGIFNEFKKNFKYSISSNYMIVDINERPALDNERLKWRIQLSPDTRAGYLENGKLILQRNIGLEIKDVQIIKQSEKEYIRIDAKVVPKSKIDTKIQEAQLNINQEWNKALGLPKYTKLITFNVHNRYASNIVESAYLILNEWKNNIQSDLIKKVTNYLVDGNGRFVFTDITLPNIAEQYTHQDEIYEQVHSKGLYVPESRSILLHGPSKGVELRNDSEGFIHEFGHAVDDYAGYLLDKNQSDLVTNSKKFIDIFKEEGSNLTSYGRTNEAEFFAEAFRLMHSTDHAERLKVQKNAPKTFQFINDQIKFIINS
Yp Topo-I inh – blocks Yersinia pestis topoisomerase I activity; 0.064% of 360,000 active; AID 504884; activity, % at 10 µM; Y. pestis Topo-I cleavage product accumulation, plate reader; in the data active means activity above about 50%, passing the limit was not always enough; further: inactives centre near 2
Vc quorum ag – inducers of Vibrio cholerae quorum light production without autoinducers | V. cholerae BH1578 lux reporter, luminescence, 6 h | activation, % at 18.7 µM | 0.16% of 350,000 active; in the data active means activation mostly above about 9.7%, no sharp cut-off; further: not every result past the cut was called active; inactives centre near 0; reference of the scale not given here
Active calls of the source: *; i = inactive; · = not tested or not shown; & = joins results of further samples. Unless noted, no stated cut-off is given here; in the data, active means inhibition above about 30%; inconclusive means no clear call, values can overlap the other calls; inactive means below that. Only part of the results is shown; rates above refer to the full screens.

no. | SMILES | Anthrax LF prot | 3CLpro inhibitor | SSB-PriA inh | TcdB GH inh | BoNT A protease | Yp Topo-I inh | PfHsp40 rescue | Vc quorum ag | PrPC surface inh
1 | CCOC(=O)C(NC(=O)c1ccccc1)=C1CCCCC1 | -1 | -2 | -12 | · | -0.2 | -2 | -1.1 | -0.4 | -2
2 | O=C1CC(N2CCN(Cc3ccc4c(c3)OCO4)CC2)C(=O)N1Cc1ccc(N2CCCC2=O)cc1 (stereo not given) | -1 | 0 | -3 | · | -0.4 | -5 | 0.5 | -5.0 | 3
3 | O=CN(/C=C1\Sc2ccccc2C1=O)Cc1ccccc1 | 1 | 2 | 7 | · | 1.7 | 24 | 0.8 | i | -1
4 | COc1ccc(-n2c(C)c(C(C)=O)c(C(C)=O)c2C)cc1OC | -6 | 5 | 10 | · | 0.3 | -4 | -0.1 | · | 1
5 | C=CCn1c(O)c(N=NC(=O)c2cccnc2)c2cc(Br)ccc21 | -4 | 5 | -12 | 1.7 | -0.8 | 7 | -0.3 | -0.4 | -5
6 | O=C(CNC(=O)C12CC3CC(CC(C3)C1)C2)OCc1ccc(F)cc1Cl | -6 | · | -7 | -0.4 | -4.1 | 29 | 0.2 | -3.1 | -4
7 | Fc1ccc(C2CCCCN2Cc2nc(CC3CC3)no2)cc1 (stereo not given) | 0 | 4 | -22 | 1.0 | -0.5 | 9 | -0.8 | -3.3 | -2
8 | COc1ccc(C(NC(=O)C2CCN(CCOc3ccc(Cl)cc3Cl)CC2)c2ccccc2C)cn1 (stereo not given) | -5 | · | · | 0.0 | -0.1 | 5 | · | i | -7
9 | COc1ccc2[nH]cc(C(=O)C(=O)N3CCCCC3)c2c1 | -3 | 1 | 5 | 1.3 | -0.5 | 2 | -0.3 | -0.4 | -7
10 | COc1cc(-c2nnc(SCC(=O)O)n2-c2ccccc2)cc(OC)c1OC | 3 | 2 | -3 | 1.1 | -2.3 | 3 | -0.9 | i | -6
11 | O=C(c1cc2nc(-c3cccs3)cc(C(F)(F)F)n2n1)N1CCCc2ccccc21 | 5 | 0 | 5 | · | 2.9 | 9 | -0.3 | i | -4
12 | CCOc1nc(C)nc(NC(=O)NS(=O)(=O)c2ccccc2Cl)n1 | 8 | -1 | -4 | · | 0.1 | 5 | -0.8 | i | -6
13 | Cn1c(SCC(=O)O)nnc1C1CCCCC1 | 3 | 1 | 5 | 0.2 | 0.5 | 7 | -1.0 | -1.7 | 3
14 | O=C(O)CCN1C(=O)/C(=C\c2ccncc2)SC1=S | 4 | 1 | 4 | -5.0 | -0.8 | 1 | -1.6 | i | 12
15 | COc1ccc(/C=C/C(=O)c2ccncc2)c2ccccc12 | 21 | 1 | 27 | · | 45* | 9 | -1.0 | i | 14
16 | O=C(CCNC(=O)C1CCN(S(=O)(=O)c2ccccc2)CC1)Nc1ccccc1 | -2 | 0 | -10 | -0.3 | 0.1 | -3 | -0.8 | -0.6 | 3
17 | CCOc1cc(CNC(C)C(O)c2ccccc2)cc(Cl)c1OCC (stereo not given) | 0 | -2 | -2 | · | -1.1 | -5 | -0.8 | -0.1 | 8
18 | CC(C)c1nc(CNC(=O)c2cc(COc3c(F)cccc3F)on2)cs1 | -1 | 1 | -8 | -0.6 | 0.2 | 10 | 10 | -0.1 | -4
19 | CCN1C(=O)/C(=C/N(C(C)=O)c2ccccc2)N(c2ccccc2)C1=S | -2 | -3 | -1 | · | -0.2 | 24 | -1.9 | i | -9
20 | CN(CC(=O)Nc1cccc(F)c1)CC(=O)Nc1ccccc1-c1ccccc1 | 0 | · | -13 | 1.8 | -0.5 | 16 | -0.3 | -1.1 | 5
21 | COc1ccc(C(=O)CN2C(=O)NC3(CCc4ccccc43)C2=O)cc1 (stereo not given) | -6 | -2 | 4 | -8.6 | -1.5 | 6 | 1.7 | -0.6 | -1
22 | O=C(COC(=O)c1ccc([N+](=O)[O-])s1)NCc1ccccc1 | 1 | -4 | -6 | · | -1.0 | 0 | -0.7 | i | -5
23 | CCCc1cc(=O)oc2c3c(cc(OCC(=O)N4CCC[C@H]4C(=O)O)c12)OC(C)(C)CC3 | 2 | 1 | -11 | -0.5 | -1.1 | 6 | 0.7 | -0.6 | 0
24 | C#CCNC(=O)C1=C[C@@H](c2ccc(Br)cc2)C[C@@H](OCc2ccc(CO)cc2)O1 | 1 | 5 | -7 | -0.3&-2.1 | 0.1 | 7 | 1.3 | i | 1
25 | O=C(/C=C/c1ccc(Cl)c(Cl)c1)n1cccn1 | -3 | 8 | 4 | · | 0.5 | -8 | 1.5 | 0.8 | 6
26 | O=S(=O)(Nc1cccc(S(=O)(=O)N2CCCC2)c1)c1ccc(F)cc1 | -1 | · | -9 | 1.6 | -3.1 | 0 | -1.3 | -11 | 6
27 | CC(C)N(CCC#N)C(=O)Nc1ccc2c(c1)CCO2 | -2 | 0 | -12 | 0.4 | 0.3 | -1 | -0.9 | 0.3 | 3
28 | COc1ccc(NC(=O)C(=O)Nc2cccc3cccnc23)cc1OC | -4 | 4 | -1 | -4.0 | -3.7 | -6 | 5.3 | -0.7 | 4
29 | CCc1c(C2(O)CCCCC2)[nH]c2ccc(C(=O)OC)cc12 | -3 | · | 9 | 1.8 | 0.2 | -2 | 1.5 | i | 3
30 | COc1cc(OC)c(NC(=O)CCNC(=O)Cn2cnc3ccccc3c2=O)cc1Cl | 1 | -1 | -5 | · | 0.3 | -1 | 0.3 | i | -4
31 | Cc1ccc(NC(=O)COc2ncnc3cc([N+](=O)[O-])ccc23)cc1S(=O)(=O)N1CCOCC1 | -8 | -1 | -6 | -0.2 | -0.3 | -7 | -1.4 | -0.4 | -40
32 | COc1ccc(-c2cc(C(=O)N3CCN(c4ccccc4)CC3)c3ccccc3n2)cc1 | -1 | 5 | 19 | 0.1 | 0.0 | 14 | -0.8 | 0.6 | 4
33 | Cn1cc[n+](C)c1P(=S)(c1ccccc1)c1ccccc1 | 1 | -1 | -11 | 0.0 | -0.5 | 8 | -2.6 | -0.2 | 7
34 | O=C(CN1C(=O)c2ccccc2C1=O)OCC(=O)N1CCCCC1 | -10 | · | -4 | 0.4 | -0.7 | 1 | -0.5 | 2.9 | -3
35 | COC(C[C@@H]1O[C@@H]1[C@H](O)COCc1ccccc1)OC | -4 | · | -7 | -0.2 | 0.0 | 7 | -1.5 | i | -5
36 | Cc1ccc2c(c1)C(c1ccccc1)N(C(=O)c1ccc(Br)cc1)CC(=O)N2 (stereo not given) | 2 | 7 | 5 | 2.2 | 1.3 | 20 | 0.1 | -1.3 | -2
37 | N#CCCN(Cc1ccccc1)C(C(=O)NC1CCCCC1)c1ccnc2ccccc12 (stereo not given) | -4 | · | · | 0.2 | 0.3 | · | · | · | 9
38 | Cc1nc2ccc(NS(=O)(=O)c3ccc(F)c(F)c3)cc2s1 | -6 | · | 9 | 0.2 | 0.3 | -5 | -0.4 | i | 3
39 | CCOC(=O)N1CCN(C(=O)c2cc(S(=O)(=O)N3CCCC3)cn2C)CC1 | -4 | -6 | 8 | · | -0.4 | 4 | -0.4 | 1.6 | 10
40 | COCCn1c(SCC(=O)Nc2ccccc2OC)nc2c([nH]c3ccccc32)c1=O | 2 | -2 | -3 | 0.8 | -0.2 | 28 | 0.7 | -3.6 | 1
41 | C[C@@H]1CN([C@@H](C)CO)C(=O)c2cc(Br)cnc2O[C@H]1CN(C)C(=O)Cc1cccnc1 | 5 | · | · | -1.0&-0.9 | 0.1 | 0 | · | -0.4 | -10
42 | Cc1ccc(N2CCN(CCc3nc4cc(NC(=O)c5ccco5)ccc4n3C)CC2)cc1 | -6 | -6 | 16 | · | -2.1 | 7 | -0.1 | 0.2 | -6
43 | C=CCc1cccc(C=Nc2c[nH]c(=O)[nH]c2=O)c1O | -13 | -6 | 1 | -2.7 | -3.5 | -3 | -1.0 | 0.4 | -6
44 | Cc1cccc(N(C(=O)CNC(=O)c2ccco2)C(C(=O)NC2CCCC2)c2ccncc2)c1C (stereo not given) | -1 | -2 | -8 | -0.4 | 0.3 | 1 | -1.1 | -0.9 | 5
45 | Cc1cc(C2=NNC(=NCCc3ccccc3)SC2)c(C)n1-c1c(C)n(C)n(-c2ccccc2)c1=O | -6 | 2 | 12 | 1.7 | 0.4 | 7 | -2.2 | -0.4 | 2
46 | O=[N+]([O-])c1cc(Cl)ccc1Sc1cccc2cccnc12 | -2 | -1 | 28 | -1.3 | 0.1 | 0 | -0.2 | i | -1
47 | CCCc1nc2oc(C(=O)c3ccccc3)c(N)c2c2c1COC(C)(C)C2 | 0 | -10 | -5 | · | -0.3 | 1 | 0.2 | i | 7
48 | CCOC(=O)Nc1ccc2c(c1)N(C(=O)CN(CC)CC)c1ccccc1C=C2 | -4 | 0 | -2 | 0.6 | -1.6 | 4 | -0.2 | 11 | -6
49 | O=C(Oc1nsnc1N1CCOCC1)N(c1ccccc1)c1ccccc1 | -19 | 1 | -4 | · | -0.1 | 27 | -0.2 | -0.2 | 2
50 | COc1ccc(C(C)=O)cc1Cn1cnc2c(cnn2C)c1=O | 0 | 4 | -3 | 1.1 | -0.7 | 6 | -1.3 | -0.4 | -6

More structures:
no. | SMILES | Anthrax LF prot | 3CLpro inhibitor | SSB-PriA inh | TcdB GH inh | BoNT A protease | Yp Topo-I inh | PfHsp40 rescue | Vc quorum ag | PrPC surface inh
51 | C=CCOc1ccccc1CN1CCC(Oc2cc(C(=O)NC3CC3)ccc2OC)CC1 | -3 | -6 | 2 | 1.7 | -0.8 | 6 | -2.1 | 0.9 | -11
52 | O=[N+]([O-])c1ccc2[nH]c(O)c(N=NC3CS(=O)(=O)CC3O)c2c1 (stereo not given) | -5 | -6 | 2 | 0.3 | 0.5 | -5 | -1.0 | i | -28
53 | CNc1nc(-c2ccccc2)cc(-c2ccccc2)n1 | -2 | -3 | -117 | 1.2 | -2.8 | 15 | 0.3 | i | -2
54 | CCCCCNCc1cccc(Br)c1 | 1 | -2 | -13 | · | 1.1 | 7 | -0.4 | -1.4 | 6

Laid out differently: entries from further up.
Order of values – Anthrax LF prot, 3CLpro inhibitor, SSB-PriA inh, TcdB GH inh, BoNT A protease, Yp Topo-I inh, PfHsp40 rescue, Vc quorum ag, PrPC surface inh
42	Cc1ccc(N2CCN(CCc3nc4cc(NC(=O)c5ccco5)ccc4n3C)CC2)cc1
  -6, -6, 16, ·, -2.1, 7, -0.1, 0.2, -6
43	C=CCc1cccc(C=Nc2c[nH]c(=O)[nH]c2=O)c1O
  -13, -6, 1, -2.7, -3.5, -3, -1.0, 0.4, -6
44	Cc1cccc(N(C(=O)CNC(=O)c2ccco2)C(C(=O)NC2CCCC2)c2ccncc2)c1C (stereo not given)
  -1, -2, -8, -0.4, 0.3, 1, -1.1, -0.9, 5
45	Cc1cc(C2=NNC(=NCCc3ccccc3)SC2)c(C)n1-c1c(C)n(C)n(-c2ccccc2)c1=O
  -6, 2, 12, 1.7, 0.4, 7, -2.2, -0.4, 2
46	O=[N+]([O-])c1cc(Cl)ccc1Sc1cccc2cccnc12
  -2, -1, 28, -1.3, 0.1, 0, -0.2, i, -1
47	CCCc1nc2oc(C(=O)c3ccccc3)c(N)c2c2c1COC(C)(C)C2
  0, -10, -5, ·, -0.3, 1, 0.2, i, 7
48	CCOC(=O)Nc1ccc2c(c1)N(C(=O)CN(CC)CC)c1ccccc1C=C2
  -4, 0, -2, 0.6, -1.6, 4, -0.2, 11, -6
49	O=C(Oc1nsnc1N1CCOCC1)N(c1ccccc1)c1ccccc1
  -19, 1, -4, ·, -0.1, 27, -0.2, -0.2, 2
50	COc1ccc(C(C)=O)cc1Cn1cnc2c(cnn2C)c1=O
  0, 4, -3, 1.1, -0.7, 6, -1.3, -0.4, -6
51	C=CCOc1ccccc1CN1CCC(Oc2cc(C(=O)NC3CC3)ccc2OC)CC1
  -3, -6, 2, 1.7, -0.8, 6, -2.1, 0.9, -11
52	O=[N+]([O-])c1ccc2[nH]c(O)c(N=NC3CS(=O)(=O)CC3O)c2c1 (stereo not given)
  -5, -6, 2, 0.3, 0.5, -5, -1.0, i, -28
53	CNc1nc(-c2ccccc2)cc(-c2ccccc2)n1
  -2, -3, -117, 1.2, -2.8, 15, 0.3, i, -2
54	CCCCCNCc1cccc(Br)c1
  1, -2, -13, ·, 1.1, 7, -0.4, -1.4, 6

Screens (PubChem BioAssay)
